# Assay outcomes (PubChem BioAssay)
# CHRM4 agonist: human M4 muscarinic receptor agonists, primary screen, CHO-K1 cells, Fluo-8 calcium fluorescence; Muscarinic acetylcholine receptor M4 (Homo sapiens), P08173; actives 0.14% (n = 360,000); AID 624127, 2012; CHO-K1 hM4/Gqi5; vehicle 0%, full acetylcholine response 100%; activation, % at 3 µM;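 active = activation above the run mean over all test wells plus 3 SD, cut at about 32% in these data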;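 note: peak over basal fluorescence ratio per well then scaled between controls; 0% = DMSO wells and 100% = acetylcholine at EC100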
# Target sequence (P08173 whole entry, looked up): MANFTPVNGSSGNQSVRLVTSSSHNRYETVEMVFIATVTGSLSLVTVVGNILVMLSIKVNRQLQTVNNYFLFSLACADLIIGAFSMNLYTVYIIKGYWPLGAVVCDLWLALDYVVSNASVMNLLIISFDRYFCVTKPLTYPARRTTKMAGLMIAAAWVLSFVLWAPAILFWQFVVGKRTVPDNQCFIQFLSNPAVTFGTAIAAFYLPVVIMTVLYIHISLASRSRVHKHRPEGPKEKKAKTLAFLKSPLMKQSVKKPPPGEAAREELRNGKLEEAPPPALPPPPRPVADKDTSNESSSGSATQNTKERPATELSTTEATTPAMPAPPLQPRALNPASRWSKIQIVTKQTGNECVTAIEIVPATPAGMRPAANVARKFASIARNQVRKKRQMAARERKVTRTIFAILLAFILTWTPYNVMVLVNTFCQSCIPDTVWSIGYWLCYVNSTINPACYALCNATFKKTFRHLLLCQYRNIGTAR
# M5 ag: human M5 muscarinic receptor agonists, primary screen, CHO-K1 cells, Fluo-8 calcium fluorescence; AID 624037, 2012; Muscarinic acetylcholine receptor M5 (Homo sapiens), P08912; activation, % at 3 µM; CHO-K1 hM5 cells; 0% DMSO wells, 100% maximal acetylcholine response; actives 0.19% (n = 360,000);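 active = activation above the run's mean over test compounds plus 3 SD, cut at about 23% in these data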;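 note: signal is peak over basal fluorescence ratio across the kinetic read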
# CHRM1 PAM: human M1 muscarinic receptor positive allosteric modulators, primary screen, CHO-K1 cells, Fluo-8 calcium fluorescence, 1536-well. actives 0.088% (n = 360,000). AID 588819, 2011. CHO-K1 hM1, ACh EC20; 0% = ACh EC20, 100% = maximal ACh. Muscarinic acetylcholine receptor M1 (Homo sapiens), P11229. activation, % at 3 µM; in the data active = activation above about 19%, passing the limit was not always enough
# Target sequence (P11229 whole entry, looked up): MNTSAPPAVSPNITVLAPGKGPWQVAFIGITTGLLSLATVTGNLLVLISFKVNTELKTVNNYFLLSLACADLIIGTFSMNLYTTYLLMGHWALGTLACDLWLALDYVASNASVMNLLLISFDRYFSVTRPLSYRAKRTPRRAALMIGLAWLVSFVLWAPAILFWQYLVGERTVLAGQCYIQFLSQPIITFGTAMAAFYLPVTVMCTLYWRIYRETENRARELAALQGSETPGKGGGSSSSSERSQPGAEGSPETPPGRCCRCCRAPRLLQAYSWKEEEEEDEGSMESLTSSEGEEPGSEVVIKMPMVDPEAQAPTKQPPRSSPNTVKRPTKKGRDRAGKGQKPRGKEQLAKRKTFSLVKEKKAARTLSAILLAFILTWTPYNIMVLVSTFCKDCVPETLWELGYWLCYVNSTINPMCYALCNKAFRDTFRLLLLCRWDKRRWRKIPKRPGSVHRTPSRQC
# M5 antag: human M5 muscarinic receptor antagonists, primary screen, CHO cells, Fluo-8 calcium fluorescence | Muscarinic acetylcholine receptor M5 (Homo sapiens), P08912 | CHO-hM5 cells, ACh EC80 | inhibition, % at 3 µM | actives 0.59% (n = 360,000) | AID 624040, 2012;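 active = inhibition above a per-plate cutoff, the mean of that plate's test compounds plus 3 SD, cut at about 27% in these data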;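 note: 0% = acetylcholine EC80 with DMSO and 100% = DMSO without agonist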
# CHRM5 PAM: human M5 muscarinic receptor positive allosteric modulators, primary screen, CHO-K1 cells, Fluo-8 calcium fluorescence; Muscarinic acetylcholine receptor M5 (Homo sapiens), P08912; CHO-K1 hM5, ACh EC20 PAM; 0% = ACh EC20, 100% = ACh EC100; activation, % at 3 µM; actives 0.3% (n = 360,000);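 active = activation above the run cutoff, the mean activation of all test compounds plus 3 SD, cut at about 18% in these data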
#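 System: CHO-K1 cell line with stable human muscarinic M5 receptor expression | Also added: EC20 acetylcholine as agonist stimulus | Compound: One concentration, 3 µM final (nominal) | Timing: Fluo-8 loading 80 min at 37 °C plus 30 min room temperature | Measured by: Fluo-8 calcium dye fluorescence, kinetic read | Read-out basis: % activation, ACh-normalized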
# CRFR2-BP ag: agonists of CRF-BP/CRF-R2 complex, primary screen, cell-based, HEK293, calcium dye fluorescence, uHTS; calcium dye fluorescence (FLIPR); percent of saturating CRF peptide response; activation, % at 13.2 µM; actives 0.46% (n = 350,000); AID 588473, 2011;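 active = activation of at least 50%, plus an integration ratio under a set limit after plate pattern correction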;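 note: plate controls were neutral control wells without compound for no effect and CRF at EC100 for full effect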
# M4 antag: human M4 muscarinic receptor antagonists, primary screen, CHO cells, Fluo-8 calcium fluorescence | actives 0.73% (n = 360,000) | AID 624125, 2012 | inhibition, % at 3 µM | Muscarinic acetylcholine receptor M4 (Homo sapiens), P08173 | CHO-hM4 cells, ACh EC80;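 active = inhibition above its plate's cutoff, the mean inhibition of sample wells plus 3 SD, cut at about 27% in these data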;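 note: 0% = acetylcholine EC80 with DMSO and 100% = DMSO without agonist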
# CHRM4 PAM: human M4 muscarinic receptor positive allosteric modulators, primary screen, CHO-K1 cells, Fluo-8 calcium fluorescence. AID 624126, 2012. actives 0.4% (n = 360,000). Muscarinic acetylcholine receptor M4 (Homo sapiens), P08173. CHO-K1 hM4/Gqi5, ACh EC20; 0% = ACh EC20, 100% = maximal ACh. activation, % at 3 µM;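 active = activation above its plate's cutoff, the mean activation of sample wells plus 3 SD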; note: some results filed as inactive read as strong as hits
# CHRM1 antagonist: human M1 muscarinic receptor antagonists, primary screen, CHO-K1 cells, Fluo-8 calcium fluorescence, 1536-well. inhibition, % at 3 µM. actives 1.3% (n = 360,000). AID 588852, 2011. Muscarinic acetylcholine receptor M1 (Homo sapiens), P11229. CHO-K1 hM1, ACh EC80 antagonist;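 active = percent inhibition above its own plate's cutoff, namely the mean of that plate's compound wells plus 3 SD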;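 note: peak over basal fluorescence ratio during 140 s after agonist addition; 0% = ACh EC80 plus DMSO and 100% = DMSO alone without agonist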
# * = called active by the depositor; / = no result given.
# Preview:
1: O=c1[nH]n2c(=O)c3c([nH]c2c1N=Nc1cccc(C(F)(F)F)c1)CCCC3
2: O=C(Cn1nnc2c(cnn2-c2ccc(F)cc2)c1=O)Nc1ccccc1C(F)(F)F

Screen / compound no.,1,2
CHRM4 agonist,-2,0
M5 ag,0,-6
CHRM1 PAM,11,-1
M5 antag,7,8
CHRM5 PAM,0,-4
CRFR2-BP ag,-2.3,-0.5
M4 antag,3,-3
CHRM4 PAM,2,0
CHRM1 antagonist,-8,-2

# The list itself (from the top)
1: O=c1[nH]n2c(=O)c3c([nH]c2c1N=Nc1cccc(C(F)(F)F)c1)CCCC3
2: O=C(Cn1nnc2c(cnn2-c2ccc(F)cc2)c1=O)Nc1ccccc1C(F)(F)F
3: COc1ccccc1-n1c(C)nc2cc(C(=O)NCC3CCCO3)ccc21 (stereo unspecified)
4: Cc1ccc(-c2nc(C)c(C(=O)O)s2)cc1
5: Cc1cccc(C(=O)N/C(=C\c2ccco2)C(=O)N2CCCC2)c1
6: CCOc1cc(C(=O)Nc2ccc(S(=O)(=O)Nc3nnc(CC)s3)cc2)cc(OCC)c1OCC
7: CCc1ccc2c(c1)NC(=O)C2(C)Cc1ccc(OC(F)(F)F)cc1 (stereo unspecified)
8: CCCN(CCC)C(=O)Cc1coc2ccc3ccccc3c12

Screen / compound no.,1,2,3,4,5,6,7,8
CHRM4 agonist,-2,0,2,0,-1,-1,-1,0
M5 ag,0,-6,-4,-1,-1,-3,0,-4
CHRM1 PAM,11,-1,12,1,11,3,4,6
M5 antag,7,8,-1,8,5,12,-1,8
CHRM5 PAM,0,-4,-1,-7,-2,-7,-3,-9
CRFR2-BP ag,-2.3,-0.5,4.1,-1.6,1.5,-1.3,/,-0.7
M4 antag,3,-3,2,5,3,-9,-6,10
CHRM4 PAM,2,0,-3,-7,-2,6,0,0
CHRM1 antagonist,-8,-2,-8,-6,-11,-3,-13,-33

# Complete entries as entered above. Order of screens: CHRM4 agonist	M5 ag	CHRM1 PAM	M5 antag	CHRM5 PAM	CRFR2-BP ag	M4 antag	CHRM4 PAM	CHRM1 antagonist
# Profile of CCOc1cc(C(=O)Nc2ccc(S(=O)(=O)Nc3nnc(CC)s3)cc2)cc(OCC)c1OCC = -1	-3	3	12	-7	-1.3	-9	6	-3
# Profile of O=c1[nH]n2c(=O)c3c([nH]c2c1N=Nc1cccc(C(F)(F)F)c1)CCCC3 = -2	0	11	7	0	-2.3	3	2	-8

# (further entries)
9: COc1ccc(Cl)cc1CC=NNC(=O)c1cccc(C)c1O
10: COc1c(C(=O)Nc2nnc(C3CC3)s2)csc1Cl
11: Cc1ccc2c(=O)cc(C(F)F)oc2c1
12: O=C(NCCNC(=O)c1cc(OCC(F)(F)F)ccc1OCC(F)(F)F)Nc1ccccc1
13: COc1ccc(S(=O)(=O)Nc2ccccc2N2CCOCC2)cc1OC
14: COc1cccc(C=Nc2ccc3c(c2)OCCO3)c1O
15: CCCOc1ccc(/C=C/c2[nH]c(=O)[nH]c(=O)c2[N+](=O)[O-])cc1OCC
16: Cc1csc(NC(=O)CNS(=O)(=O)c2cccs2)n1

Screen / compound no.,9,10,11,12,13,14,15,16
CHRM4 agonist,13,2,0,2,1,0,0,1
M5 ag,-2,-1,-4,3,2,-2,1,0
CHRM1 PAM,2,16,5,0,3,2,15,9
M5 antag,6,-6,2,-6,2,-3,9,-1
CHRM5 PAM,1,0,-6,5,0,11,0,-1
CRFR2-BP ag,8.1,-1.5,-0.9,1.2,-1.1,-4.5,-1.8,1.5
M4 antag,-8,-4,-1,-6,-1,-8,-8,-6
CHRM4 PAM,-3,1,1,15,12,8,1,-4
CHRM1 antagonist,-14,-15,-22,-5,3,10,-14,-4

17: O=C(CSc1nc2ccccc2c(=O)n1CC1CCCO1)NCc1ccccc1 (stereo unspecified)
18: CCOC(=O)c1cc(-c2ccccc2)sc1NC(=O)CC(C)C
19: CCOC(=O)C1=CCN(S(=O)(=O)c2ccccc2Br)C1c1ccc(Br)cc1 (stereo unspecified)
20: CN(CCOc1ccccc1)C(=O)CCc1nc2sc3c(c2c(=O)[nH]1)CCCC3
21: CC(C)c1ccc(NC(=O)NCc2ccccn2)cc1
22: C#CCOC(=O)C[N+](C)(C)CC#Cc1ccccc1
23: O=C(Oc1coc(CSc2ncccn2)cc1=O)c1ccco1
24: Cc1ccccc1NC(=O)c1cn2c(nc3ccccc32)c(C#N)c1C

Screen / compound no.,17,18,19,20,21,22,23,24
CHRM4 agonist,1,-2,-1,5,1,2,0,0
M5 ag,-3,-5,-4,-2,-4,-13,-1,-2
CHRM1 PAM,14,3,-10,-4,10,5,0,14
M5 antag,16,-3,-1,13,7,4,-3,2
CHRM5 PAM,-1,0,-10,-10,1,4,5,6
CRFR2-BP ag,-0.2,1.9,/,0.8,-1.5,-0.4,0.1,0.8
M4 antag,-2,1,-1,-6,4,11,-2,-6
CHRM4 PAM,-4,-13,-9,-3,-2,1,8,5
CHRM1 antagonist,-10,-2,8,11,-12,2,-2,-15

25: COc1ccc(/C=C(\NC(=O)c2ccco2)C(=O)N2CCOCC2)cc1
26: O=C(COc1ccccc1Cl)N1CCc2ccccc2C1
27: CC(C)NS(=O)(=O)c1ccc(OCC(=O)Nc2ccc(F)cc2F)cc1
28: CC(CCN(C)C)OC(=O)c1ccc(C(C)c2ccccc2)o1 (stereo unspecified)
29: COc1ccc(S(=O)(=O)N(CC(=O)NCc2ccco2)C2CCCCC2)cc1OC
30: COc1ccc(OC)c(/C(O)=C/C(=O)C(=O)Nc2cc(C)ccc2OC)c1
31: CN1C[C@@H]2C(c3ccc(C(F)(F)F)cc3)C3(c4ccccc4)CC2(C3)[C@H]1c1ccccc1 (stereo partly specified)
32: CC1(C)Cc2c(C#N)c(NCC3CCCO3)nc(-c3ccco3)c2CO1 (stereo unspecified)

Screen / compound no.,25,26,27,28,29,30,31,32
CHRM4 agonist,1,1,2,2,6,0,0,0
M5 ag,-2,-10,2,-5,2,-3,2,0
CHRM1 PAM,13,-7,5,-26,-10,2,-5,5
M5 antag,2,-9,-1,-2,15,3,9,1
CHRM5 PAM,-1,-2,2,1,-2,-3,5,0
CRFR2-BP ag,-1.1,-0.3,1.2,-1.9,-0.5,0.5,-0.7,0.9
M4 antag,-11,-5,7,11,-4,0,-7,17
CHRM4 PAM,5,1,7,-11,-3,3,-4,-5
CHRM1 antagonist,-9,9,-9,25,8,-6,-6,-2

33: O=C(CNC(=O)c1ccco1)OCc1ccc(Cl)cc1
34: C/C(Cl)=C/Cn1c(N2CCCC2)nc2c1c(=O)n(C)c(=O)n2C
35: CCn1c(SCc2nc3ccccc3s2)nnc1-c1ccccc1
36: CCN(CC)C(=O)COn1c(SCC(=O)N(CC)CC)nc2ccccc2c1=O
37: COc1ccc(NC(=O)C2(C)Cc3c(-c4cccc(C(F)(F)F)c4)ccnc3O2)cn1 (stereo unspecified)
38: CC(C(=O)NCCc1ccc(S(N)(=O)=O)cc1)N1C(=O)CC(C)(C)Sc2ccccc21 (stereo unspecified)
39: CC(=O)N(C1=C(Cl)C(=O)c2ccccc2C1=O)C1CCCCC1
40: C[C@H](CO)N1C[C@H](C)[C@@H](CN(C)S(=O)(=O)c2ccccc2)Oc2ccc(NC(=O)C3CCCCC3)cc2C1=O

Screen / compound no.,33,34,35,36,37,38,39,40
CHRM4 agonist,0,0,2,1,-1,-1,11,1
M5 ag,1,-2,1,5,-2,-4,10,-3
CHRM1 PAM,3,8,-5,1,3,18,9,-8
M5 antag,2,-5,4,-5,-1,2,10,7
CHRM5 PAM,0,4,-6,-2,-2,3,13,2
CRFR2-BP ag,-2.3,-2.6,-0.1,-1.1,/,-1.6,-1.8,-4.2
M4 antag,-6,10,6,4,-10,-2,44*,5
CHRM4 PAM,12,-4,6,3,2,-2,-13,5
CHRM1 antagonist,-8,-7,4,0,0,-18,22,7

41: O=[N+]([O-])c1ccccc1S(=O)(=O)Nc1ccn(Cc2c(F)cccc2Cl)n1
42: Cc1cc(C)c(C)c(OCc2nc(-c3cccnc3)no2)c1
43: O=C(Nc1ccc2c(c1)OCO2)OCc1ccccc1
44: O=C(COC(=O)c1ccc(Br)o1)Nc1ccc(F)cc1[N+](=O)[O-]
45: O=C(Nc1cccc(F)c1)C1CCCN(S(=O)(=O)c2ccccc2)C1 (stereo unspecified)
46: C#CCN1C(=O)C(O)(CC(=O)c2cccc(OC)c2)c2ccccc21 (stereo unspecified)
47: CN(C)C(=O)CSc1nnc(-c2ccncc2)n1Cc1ccco1
48: Cc1nn(CC(C)C)c(Cl)c1C(=O)N(C)CC(=O)Nc1ccc(Cl)cc1

Screen / compound no.,41,42,43,44,45,46,47,48
CHRM4 agonist,0,-1,-1,0,12,1,1,1
M5 ag,-7,-1,-7,-2,-1,1,-1,1
CHRM1 PAM,-4,-3,4,3,9,13,6,-2
M5 antag,6,-1,-9,4,14,3,6,7
CHRM5 PAM,7,-1,12,11,-7,-1,-1,-4
CRFR2-BP ag,-4.6,-0.2,-2.8,-0.8,-0.7,0.7,0.2,0.8
M4 antag,5,1,8,8,-11,-2,4,-5
CHRM4 PAM,2,-8,-8,-2,-2,-2,2,-4
CHRM1 antagonist,11,-2,-11,-1,-14,-19,-7,-6

49: O=C(CSc1ccc(-c2cccnc2)nn1)Nc1ccc(F)cc1
50: O=C(CCCc1ccccc1)N1CCc2ccccc21
51: O=C1COc2ccc(C(=O)COC(=O)c3ccccc3Cl)cc2N1
52: O=C1NCCN(CC2CCN(CCc3ccccc3)CC2)C1=O
53: CC(NC(=O)c1ccc(CS(=O)(=O)c2cccc(C(F)(F)F)c2)o1)c1ccc2c(c1)OCCO2 (stereo unspecified)
54: O=C(c1cn(-c2ccccc2)nc1-c1cccs1)N(CCO)Cc1ccccc1
55: Cn1cc(Br)c(C(=O)N/N=C/c2cc3c(cc2Cl)OCO3)n1
56: C/C(CC(=O)Nc1ccc2c(c1)OCCO2)=N\NC(=O)COc1ccc(Cl)c(C)c1
57: CC(C)c1ccc(C2C(C#N)=C(N)Oc3c2oc(CO)cc3=O)cc1 (stereo unspecified)

Screen / compound no.,49,50,51,52,53,54,55,56,57
CHRM4 agonist,3,-2,11,1,8,7,0,2,1
M5 ag,-2,-1,7,-1,1,-3,-5,-4,3
CHRM1 PAM,4,-2,0,4,3,3,1,-6,3
M5 antag,11,-1,8,16,-1,2,11,7,2
CHRM5 PAM,-8,2,-9,-3,-7,-9,-10,-1,1
CRFR2-BP ag,5.3,-0.1,0.2,3.5,-0.5,-0.9,0.4,0.1,1.4
M4 antag,-10,-2,-8,-5,4,-8,2,0,-4
CHRM4 PAM,-4,17,1,-1,-10,-1,-2,6,9
CHRM1 antagonist,-4,-4,1,-9,-1,4,3,12,-5
